AmpC inh det: AmpC beta-lactamase inhibition, detergent assay; purified AmpC, nitrocefin hydrolysis with detergent; Potency, µM (highest dose often 28.7 µM), for the others: at the highest dose activity change, negative = inhibition; 71,000 compounds, 0.09% hits; active = well fitted curve in the direction sought with a large enough effect
Target sequence (P00811 whole entry, looked up): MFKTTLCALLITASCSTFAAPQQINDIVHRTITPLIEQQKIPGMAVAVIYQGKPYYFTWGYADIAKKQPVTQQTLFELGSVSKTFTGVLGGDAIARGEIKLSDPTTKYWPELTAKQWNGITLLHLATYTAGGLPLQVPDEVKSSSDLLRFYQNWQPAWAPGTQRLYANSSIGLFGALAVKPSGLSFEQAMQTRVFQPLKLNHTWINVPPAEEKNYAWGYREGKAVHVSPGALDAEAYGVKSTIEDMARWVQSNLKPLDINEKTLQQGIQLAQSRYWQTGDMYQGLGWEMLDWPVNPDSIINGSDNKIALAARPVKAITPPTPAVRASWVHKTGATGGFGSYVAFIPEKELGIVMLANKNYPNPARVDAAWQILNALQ
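E. coli AmpC (5.3 nM) in 20 mM phosphate pH 7.0 with 0.01% Triton X-100, preincubated 15 min RT with compound; nitrocefin (2 uL of 800 uM stock) hydrolysis followed by 480 nm absorbance every 20 s over 4 min.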
Active calls of the source: *; & = joins results of further samples; [ ] = remark or other dose. % is scaled to controls: 0 for no effect and ±100 for the full control effect; potency is read from the fitted curve at half-maximal effect. Only part of the results is shown. The share of hits here may be higher or lower than overall.

item | SMILES | AmpC inh det
1 | Cc1noc(C)c1CSc1nnc(-c2ccccc2)n1Cc1ccco1 | -1%
2 | Cc1cc(Br)ccc1OCc1nc(-c2cccnc2)no1 | -8%
3 | COc1cc(C(=O)Nc2ccc3c(c2)OCO3)ccc1-n1cnnn1 | -4%
4 | O=[N+]([O-])c1ccccc1N=Nc1c(O)[nH]c2ccc(S(=O)(=O)O)cc12 | -1%[5.75 µM]
5 | c1ccc(CC2CCN(c3nnnn3-c3ccccc3)CC2)cc1 | 1%
6 | CC1N/C(=C\C(=O)c2ccccc2)N(O)C1(C)C (configuration not stated) | 0%
7 | CN(C)C(=O)Oc1ccc(OC(=O)N(C)C)cc1 | -4%
8 | COc1cccc2cc(C(=O)N3CCc4ccccc43)c(=O)oc12 | -1%
9 | COc1ccc(C2C(C(N)=O)=C(C)Nc3nc(-c4ccccc4)nn32)cc1OC (configuration not stated) | 11%
10 | Cc1ccc(NC(=O)COS(=O)c2ccc(C)cc2)cc1 (configuration not stated) | 1%
11 | COc1ccc(NC2C=CS(=O)(=O)C2)c(OC)c1 (configuration not stated) | -4%
12 | C=CCSC[C@@H]1Nc2cc(Cl)c(S(N)(=O)=O)cc2S(=O)(=O)N1 | 2%[12.8 µM]
13 | CCN(CC)C(=O)c1c[nH]c2ccc(S(=O)(=O)Nc3cc(C)cc(C)c3)cc2c1=O | -3%
14 | COc1ccc(OCCSc2nnc(-c3ccccc3)n2N)cc1 | 5%
15 | O=S(=O)(NCc1cccs1)c1cccc2cccnc12 | 8%
16 | Cc1c(C(=O)Nc2ccc3c(c2)OCO3)sc2nc(-c3ccccc3)cn12 | -4%
17 | CCCCCn1ccc(=N)cc1 | -2%
18 | CCOCC(=O)Nc1ccc(S(=O)(=O)Nc2ncccn2)cc1 | -3%
19 | CCOc1ccc(NC(=O)COc2nsnc2N2CCCCC2)cc1 | -2%
20 | NCC(=O)NC1(C(=O)O)CCCC1 | -2%[5.75 µM]
21 | O=C(NCc1ccc(Cl)cc1)c1noc2c1CCCC2 | -3%
22 | N#Cc1nc(-c2cccc3ccccc23)oc1NCCN1CCOCC1 | -3%
23 | CCOC(=O)N1CCN(C(=O)c2ccc(CNS(=O)(=O)c3ccc(OC)cc3)cc2)CC1 | 5%
24 | O=C(CC1CCCCC1)NCCCN1CCOCC1 | -1%
25 | COc1ccc2c(c1OC)C(=O)N1c3cccc(Cl)c3C(=O)OC21 (configuration not stated) | 22%
26 | CCN1CCN(/C=N/c2nc3c(s2)CCCC3)CC1 | -2%
27 | Cc1nc2ccc(NC(=O)N3CCSCC3)cc2s1 | 0%
28 | CC1CCN(C(=O)c2ccc(NC(=O)C3CCCO3)cc2)CC1 (configuration not stated) | -7%
29 | CCOC(=O)CC(=O)Nc1ccc(C(=O)OCC)cc1 | 1%
30 | c1ccc2c(c1)ncn2CCC1CCCCC1 | -2%
31 | COc1ccc(CCN(C)C(=O)CN2C(=O)c3ccccc3S2(=O)=O)cc1OC | -1%
32 | CCOC(=O)N1CCC(NC(=O)CS(=O)(=O)Cc2nc(-c3cccc(OC)c3)oc2C)CC1 | -3%
33 | CCOC(=O)CSc1nc(N)c(C#N)c(-c2ccc(OCC)cc2)c1C#N | -3%
34 | Cc1nn(Cc2ccccc2)c(C)c1NC(=O)CSc1nnc(-c2cc(Cl)ccc2O)n1C | -2%
35 | CC12CCC(=O)N1C(C(=O)OCC(=O)Nc1sccc1C#N)CS2 (configuration not stated) | -3%
36 | Cc1cc(C)cc(-n2cc3c(=O)n(C)c(=O)n(C)c3c2)c1 | 10%
37 | CN1CCN(/C=N/c2c(C#N)cnn2-c2ccccc2)CC1 | -5%
38 | c1ccc2nc3c(nc2c1)[nH]c1ccccc13 | 16%
39 | O=C(O)c1ccc(-c2ccc(O)c(F)c2)cc1 | 11%
40 | Cc1ccc(CNC(=O)CCS(=O)(=O)c2cccc3nonc23)cc1 | 2%
41 | CSc1cccc(NC(=O)c2c(Cl)cnn2C)c1 | -4%
42 | Cc1nc2ccccc2c(=O)n1/N=C/c1ccc(N(C)C)cc1 | 1%
43 | Cc1cc(C)n(-c2nc3c(c(=O)[nH]c(=O)n3C)n2C(C)C)n1 | 15%
44 | CCOC(=O)c1c2c(n3ccccc13)C(=O)c1ccccc1C2=O | 0%[5.75 µM]
45 | COc1ccc2c3c(cccc13)OCC2=O | -3%
46 | COc1cccc(NC(=O)c2cn(C)c(=O)c3cc(OC)c(OC)cc23)c1 | -6%
47 | Nc1nc(SCc2ccccc2[N+](=O)[O-])c2[nH]cnc2n1 | -6%[5.75 µM]
48 | N/C(=N\S(=O)(=O)c1cccs1)c1ccccc1 | -5%
49 | COc1ccc2c(c1)c1nc(SCC(C)C)n(CCO)c(=O)c1n2C | 12%
50 | CC(Sc1nnnn1C)C(=O)Nc1ccccc1-c1ccccc1 (configuration not stated) | -2%

Next part
item | SMILES | AmpC inh det
51 | N#Cc1c(SCC(=O)N2CCOCC2)nsc1SCC(=O)N1CCOCC1 | 6%
52 | CC(C)COP(=O)(c1ccc(N(C)C)cc1)C(O)c1ccccc1F (configuration not stated) | -3%
53 | c1ccc(CCn2nnnc2C(c2cccs2)N2CCOCC2)cc1 (configuration not stated) | 13%
54 | CCc1nnc(NC(=O)c2cccc(OC)c2)s1 | -4%
55 | CCC(C)NC(=O)CN(c1ccc(OC)cc1)S(=O)(=O)c1ccc(NC(C)=O)cc1 (configuration not stated) | -5%
56 | COc1ccc(N2CCN(S(=O)(=O)c3ccc(C(=O)NCc4ccco4)cc3)CC2)cc1 | 14%
57 | CC(=O)Nc1ccccc1OC(=O)N(C)C | 18%
58 | COc1ccc(CN2CCN(C(=O)CC(C)C)CC2)cc1OC | 16%
59 | N#CC1=C(N)Oc2n[nH]c(-c3ccncc3)c2C1c1ccsc1 (configuration not stated) | -4%
60 | CCCCOP(=O)(c1ccc(N(C)C)cc1)C(O)c1ccncc1 (configuration not stated) | 11%
61 | CCN(CC)CCCNS(=O)(=O)c1ccc(OC)cc1 | 5%
62 | CC(=O)c1c(C(C)=O)c(C)n(Cc2ccccc2)c1C | 7%
63 | Cc1cc(C)nc(/N=c2/ssnc2Cl)c1 | 0%
64 | COC(=O)[C@@H]1C[C@H]1[C@@H](NC(=O)c1cnccn1)c1ccccc1 | -2%
65 | COc1ccc(CNC(=O)CS(=O)Cc2nc(-c3ccccc3C)oc2C)cc1 (configuration not stated) | 12%
66 | COC(=O)c1cn(CCOc2ccccc2)c2ccccc12 | 0%
67 | CCS(=O)(=O)C(=C(Nc1ccc(OC)cc1)Nc1ccc(OC)cc1)S(=O)(=O)CC | -3%
68 | Cc1cc(NC(=O)c2noc3c2CCCC3)no1 | -3%
69 | CN(C)c1ccc(NC(=O)CSc2nc3c(c(=O)[nH]2)CCCC3)cc1 | -2%
70 | Oc1c(Cl)cc(Cl)c(Cl)c1Cc1c(O)c(Cl)cc(Cl)c1Cl | 12%

Next part, starting with the last four of the part before.
item | SMILES | AmpC inh det
67 | CCS(=O)(=O)C(=C(Nc1ccc(OC)cc1)Nc1ccc(OC)cc1)S(=O)(=O)CC | -3%
68 | Cc1cc(NC(=O)c2noc3c2CCCC3)no1 | -3%
69 | CN(C)c1ccc(NC(=O)CSc2nc3c(c(=O)[nH]2)CCCC3)cc1 | -2%
70 | Oc1c(Cl)cc(Cl)c(Cl)c1Cc1c(O)c(Cl)cc(Cl)c1Cl | 12%
71 | CN(C)CC/C=C1\c2ccccc2CSc2ccccc21 | -1%[12.8 µM]
72 | COc1ccc2cc(CCNC(=O)C3CCCC3)c(=O)[nH]c2c1 | 10%
73 | Cc1nn(-c2ccccc2)c(Cl)c1C(=O)Nc1nnc(C2CCCC2)s1 | 12%
74 | COCc1c(C(=O)OCC(=O)c2c(N)n(CC(C)C)c(=O)n(C)c2=O)oc2ccccc12 | 3%
75 | Cc1nc2cc(NC(=O)Nc3nccs3)ccc2n1C | -5%
76 | CC(=O)c1ccc(N2CCN(C(=O)c3ccc(NC(=O)C4CCCO4)cc3)CC2)cc1 (configuration not stated) | -2%
77 | COc1ccccc1NC(=O)c1cc2ccccc2o/c1=N\O | -4%
78 | CCCCCn1c(=O)[nH]c2cc(C(=O)NCCN3CCOCC3)ccc2c1=O | -1%
79 | COc1cccc(NC(=O)N2CCC(C(N)=O)(N3CCCCC3)CC2)c1 | -2%
80 | COc1cc(NC(=O)c2ccco2)c(OC)cc1NC(=O)CSc1nnc(-c2cccs2)n1C | -5%

The last six compounds of the part before open the next one:
item | SMILES | AmpC inh det
75 | Cc1nc2cc(NC(=O)Nc3nccs3)ccc2n1C | -5%
76 | CC(=O)c1ccc(N2CCN(C(=O)c3ccc(NC(=O)C4CCCO4)cc3)CC2)cc1 (configuration not stated) | -2%
77 | COc1ccccc1NC(=O)c1cc2ccccc2o/c1=N\O | -4%
78 | CCCCCn1c(=O)[nH]c2cc(C(=O)NCCN3CCOCC3)ccc2c1=O | -1%
79 | COc1cccc(NC(=O)N2CCC(C(N)=O)(N3CCCCC3)CC2)c1 | -2%
80 | COc1cc(NC(=O)c2ccco2)c(OC)cc1NC(=O)CSc1nnc(-c2cccs2)n1C | -5%
81 | COCc1nc(-c2cc(Br)ccc2OC)no1 | -3%
82 | CCOc1ccccc1OCCCC(=O)Nc1ccc(OC)nc1 | 23%
83 | Cc1cccc(NC(=O)CSc2nnc([C@@H](N)Cc3c[nH]c4ccccc34)o2)c1C | -4%
84 | CC1=Nc2ccccc2NC(=O)C1Sc1nnc(C)s1 (configuration not stated) | -8%
85 | CC(=O)Nc1cccc(OC(=O)c2ccoc2C)c1 | -9%
86 | O=C(O)CSCCC(=O)Nc1ccc(F)cc1 | -1%
87 | CCCCn1c(CNC(=O)CCC)nc2ccccc21 | 11%
88 | CC(C)OC(=O)CSc1nnc(-c2ccc(Cl)cc2)n1N | -2%
89 | COC(=O)CC1SC(=O)NC1=Nc1ccc(C)cc1 (configuration not stated) | 0%
90 | CC1=C(C#N)C(c2cccnc2)C2=C(CC(C)(C)CC2=O)N1 (configuration not stated) | 9%
91 | NC(=O)c1sc2nccc(Nc3ccccc3)c2c1N | -2%
92 | CCS(=O)(=O)Nc1ccc(-c2ccc(NS(=O)(=O)CC)c(OC)c2)cc1OC | -4%
93 | CC[C@H](C)C(=O)O[C@H]1C[C@@H](C)C=C2C=C[C@H](C)[C@H](CC[C@@H]3C[C@@H](O)CC(=O)O3)[C@H]21 | 5%
94 | CCCn1c(NCc2ccc(N(C)C)cc2)nc2ccccc21 | 15%
95 | Cc1cc(C)c(OCC(=O)Nc2cccc(O)c2)cc1C | -2%
96 | COc1cc(NC(=O)c2ccc3c(c2)OCO3)c2ncccc2c1 | -6%
97 | O=C(c1ccc(F)cc1)N1CCN(c2ncccn2)CC1 | 0%
98 | Nc1nnc(-c2cccc(Cl)c2Cl)c(N)n1 | 2%&-3%
99 | COC(=O)c1ccccc1NC(=O)CN(Cc1ccccc1)S(C)(=O)=O | -2%
100 | CCOC(=O)c1cnc(SCc2ccc(C)cc2)nc1N | 2%

Along the list, from the results shown.
Nos. 95–100 in AmpC inh det, in turn: -2%, -6%, 0%, 2%&-3%, -2%, 2%

Other entries follow.
item | SMILES | AmpC inh det
101 | CC(=O)O[C@H]1CC[C@@]2(C)[C@@H](CC[C@H]3[C@H]2CC(=O)[C@]2(C)[C@@H]3C[C@@H](N3CC3)[C@H]2C(C)=O)C1 | -3%[5.75 µM]
102 | CN1CCn2c1nc(N1CCCCC1)nc2=O | -6%
103 | CC(C(N)=O)N1CC(c2ccc(Cl)cc2)CC1=O (configuration not stated) | -2%
104 | CCC(C)C(NC(=O)OC(C)(C)C)C(=O)NC(CC(C)C)C(N)=O (configuration not stated) | -2%
105 | O=C(Nc1ccccc1)N1CCN2C(=O)c3ccccc3C12c1ccccc1 (configuration not stated) | -3%
106 | O=C(c1ccccc1OCc1ccccc1Br)N1CCN(c2ncccn2)CC1 | 0%
107 | Cc1cccc(N(CC(=O)NC2CCCCC2)C(=O)c2c(C)noc2C)c1 | 12%
108 | COC(=O)C1C2C=CC3(CN(c4cccc(Cl)c4)C(=O)C13)O2 (configuration not stated) | 10%
109 | CC1CCC(NC(=O)Cn2cc3c(n2)CCCC3)CC1 (configuration not stated) | 7%
110 | O=C(COC(=O)c1cncc(Br)c1)NCc1ccco1 | -1%
111 | COc1ccc(C(c2ccc(OC)cc2)C(Cl)(Cl)Cl)cc1 | -3%&13%
112 | Cc1cccc(N2CCN(c3nc4ccc(Cl)cc4n4cnnc34)CC2)c1C | 12%
113 | Nc1cc(=O)nc(SCC(=O)NC2CCCCC2)n1-c1ccccc1 | 11%
114 | COc1ccc(NS(=O)(=O)c2ccc(Br)s2)cc1OC | -2%
115 | CCSCCCC(=O)O | 0%[5.75 µM]
116 | COc1ccc(C2CC(C(F)(F)F)n3nc(C(=O)NCCCn4ccnc4)cc3N2)cc1OC (configuration not stated) | -2%
117 | Cc1ccc(S(=O)(=O)Nc2ccccc2C(N)=O)cc1 | -1%
118 | COc1ccc(Cc2nnc(SCc3nc4ccccc4c(=O)[nH]3)o2)cc1 | -4%
119 | COc1ccccc1NC(=O)CSc1ccc2nnc(-c3ccncc3)n2n1 | 9%
120 | Cc1ccc2cc3c(NC(=O)c4ccco4)nn(C)c3nc2c1 | 1%
121 | CS(=O)(=O)N(Cc1nnc(-c2cccs2)o1)c1ccc(Cl)cc1F | -2%
122 | Nc1ccccc1N=Cc1c(O)n(CCC2=CCCCC2)c(=O)[nH]c1=O | -3%
123 | C=CCOC(=O)C(C#N)c1nc2ccccc2nc1N1CCN(Cc2ccc3c(c2)OCO3)CC1 (configuration not stated) | 15%
124 | Cc1nc(NCc2ccccc2)c2nc(-c3ccccc3)n(CCN3CCCC3)c2n1 | 12%
125 | CCCOC(=O)CN1C(=O)c2ccc(C(=O)OCCC)cc2C1=O | -1%
126 | O=C(Nc1ccccc1C(=O)NCCN1CCOCC1)c1ccco1 | -3%
127 | COc1ccc(N(CC(=O)N2c3ccccc3CC2C)S(=O)(=O)c2c(C)noc2C)cc1 (configuration not stated) | 10%
128 | CCOC(=O)c1cc(C)sc1NC(=O)C1CCC1 | -5%
129 | O[C@@H](COc1ccc(Cl)cc1Cl)CN1CCCC1 | -5%[5.75 µM]
130 | CS(=O)(=O)Nc1ccc(Cc2noc(-c3ccc4[nH]cc(CCN)c4c3)n2)cc1 | -10%

Source: PubChem BioAssay (National Center for Advancing Translational Sciences (NCATS))
